yeast sgs1 mgt1 = NCI yeast anticancer drug screen, S. cerevisiae sgs1 mgt1 strain; % growth inhibition at 50 µM; 78,000 tested, 10% active; AID 161;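 note: 0% = growth of vehicle-only cultures of the same strain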
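Yeast cells carrying a defined DNA-repair defect were exposed to test compounds. Growth inhibition was measured relative to vehicle-treated controls.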
mec2-1 = NCI yeast anticancer drug screen, S. cerevisiae mec2-1 strain; growth inhibition, % at 50 µM; 79,000 tested, 9% active;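 note: 0% = growth of vehicle-only cultures of the same strain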
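mec2-1 yeast strain, carrying an alteration in DNA damage repair or cell cycle control, was exposed to compounds; growth inhibition was measured relative to vehicle-treated controls.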
yeast cln2 rad14 = NCI yeast anticancer drug screen, S. cerevisiae cln2 rad14 strain | growth inhibition, % at 50 µM | 78,000 tested, 8.3% active | AID 165;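 note: 0% = growth of vehicle-only cultures of the same strain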
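Compounds are applied to the cln2 rad14 yeast strain, and growth is then compared with that of vehicle-treated cultures to give inhibition.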
bub3 = NCI yeast anticancer drug screen, S. cerevisiae bub3 mutant strain. % growth inhibition at 50 µM. 78,000 tested, 9.9% active;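 note: 0% = growth of vehicle-only cultures of the same strain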
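Mutant yeast screening strain plus compound; vehicle-treated cultures serve as the 0% inhibition reference.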
mlh1 rad18 = NCI yeast anticancer drug screen, S. cerevisiae mlh1 rad18 strain | growth inhibition, % at 50 µM | 79,000 tested, 11% active | AID 175;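 note: 0% = growth of vehicle-only cultures of the same strain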
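Genetically defined yeast (DNA repair-deficient) exposed to compounds; growth inhibition determined relative to vehicle.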
yeast rad50 = NCI yeast anticancer drug screen, S. cerevisiae rad50 strain; % growth inhibition at 50 µM; 79,000 tested, 10% active; AID 155;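 note: 0% = growth of vehicle-only cultures of the same strain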
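Genetically altered yeast (DNA repair pathway); compound treatment; growth inhibition vs vehicle ctrl.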
Active calls of the source: *; x = not tested or not shown; & = joins results of further samples. Cut-off read from the data, not from the text of the source: active = growth inhibition above about 70%; inactive = the rest.

| mol | yeast rad50 | bub3 | mec2-1 | yeast cln2 rad14 | yeast sgs1 mgt1 | mlh1 rad18 |
| --- | --- | --- | --- | --- | --- | --- |
| CCCCCCCCCCCCCCCC(=O)Nc1ccn(C2CC(OP(=O)(O)OCC3OC(n4cc(F)c(=O)[nH]c4=O)CC3OC(C)=O)C(CO)O2)c(=O)n1 (stereo not given) | -18 | 3 | -17 | -13 | 5 | -38 |
| O=c1cc(CI)oc2ccccc12 | 99* | 94* | 100* | 86* | 100* | 100* |
| CCC#CC(O)(C(=O)OCC)C1CCCC1 (stereo not given) | -1 | 18 | 14 | 34 | 0 | 8 |
| COC(=O)C1=C(/C=C/C(C)=O)NC(C)=C(C(=O)OC(C)C)C1c1ccccc1Cl (stereo not given) | 49 | 41 | 63 | 34 | 24 | 51 |
| NC(=O)NNC(=O)NNC(N)=O | 1 | -4 | -5 | 71* | -20 | -4 |
| CCSC(C)=N | 44 | -4 | -7 | 11 | 10 | 1 |
| C=C(Cl)COc1ccc(C(=O)c2ccccc2)cc1 | -4 | -7 | -9 | -64 | -6 | -15 |
| CCCCCCCCCCCCCCCCCCn1[se]c2ccccc2c1=O | 69 | 77* | 45 | 59 | 84* | 33 |
| CC(C)CN(CC#N)CC(C)C | -32 | -49 | -27 | 15 | -35 | -50 |
| C(CN1CCOCC1)CN1CCC2(CCCC2)CC1 | 5 | 8 | -8 | -14 | 16 | -11 |
| O=C(CCc1cc(O)cc(O)c1)NCCc1ccc(O)c(O)c1 | 0 | 15 | 0 | 27 | 17 | -69 |
| Nc1ncnc2c1ncn2C1OC(COC2C(O)C(OC3OC(CO)C(O)C(O)C3N)C(O)C(OS(=O)(=O)O)C2OC(=O)[C@@H](N)CO)C(O)C1O (stereo not given in full) | -11 | -7 | -14 | 8 | -8 | -13 |
| O=C(Nc1c(Oc2ccc(Cl)c(Cl)c2)ccc(Cl)c1S(=O)(=O)O)Nc1c(Oc2ccc(Cl)c(Cl)c2)ccc(Cl)c1S(=O)(=O)O | 22 | 22 | -3 | 12 | 14 | 22 |
| Cc1cccn2c(C)nnc12 | 3 | 28 | 26 | 18 | -1 | 13 |
| CC1CC1C(N)C1CC1C (stereo not given) | 10 | 11 | 3 | 24 | -2 | 8 |
| O=C(O)/C=C/Sc1ccc(Cl)cc1 | 76* | 78* | 32 | 60 | 79* | 78* |
| CC(C)(C)C1CCC2c3c([nH]c4ccccc34)C3C(=O)N(c4ccc(Br)cc4)C(=O)C3C2C1 (stereo not given) | 13 | 14 | 12 | -36 | 8 | 6 |
| O=NN(CC1(O)OCC(O)C(O)C1O)C(Cc1c[nH]c2ccccc12)C(=O)O (stereo not given) | -9 | 0 | -23 | 2 | -27 | -5 |
| CC(C)(CO)CN1CCCC1 | 10 | 3 | -26 | 1 | -4 | 1 |
| COc1ccc(/C=C2\NC(=S)N(/C=C3\C(=O)Oc4ccccc4C3=O)C2=O)cc1OC | -6 | -14 | -18 | -8 | 13 | 6 |
| COc1ccc(C(C)c2cc(N=NC(N)=O)c(OC)cc2O)cc1 (stereo not given) | -3 | 17 | -4 | -4 | -4 | 13 |
| CCCC(=O)N[C@H]1C[C@H]2CC[C@@]1(C)C2(C)C | -32 | 10 | -27 | 11 | -15 | -2 |
| CCOc1nc(OCC)c2[nH]cnc2n1 | 6 | 7 | 6 | 38 | -8 | -6 |
| O=C(c1ccc(Cl)cc1)C(Br)C(C[N+](=O)[O-])c1ccccc1 (stereo not given) | 99* | 99* | 99* | 97* | 100* | 99* |
| Cc1cccc(NC(=O)OC/C=C/c2ccccc2)c1 | 10 | 31 | 70* | 1 | 54 | 5 |
| CC(=NCC(=O)O)c1ccccc1 | 49 | -22 | -20 | -5 | -53 | -6 |
| COc1ccc2[nH]c(-c3ccccc3)cc2c1 | -13 | x | -24 | x | x | -16 |
| O=P(O)(O)OC1OC(n2cnc3c(NCc4ccc(F)cc4)ncnc32)C(O)C1O (stereo not given) | 0 | 2 | 2 | -18 | -13 | -26 |
| O=[N+]([O-])c1ccc(N=Nc2ccccc2)cc1 | 11 | -5 | 12 | 21 | -1 | 15 |
| c1ccc(CN2COc3c(ccc4ccccc34)C2)cc1 | 56 | 58 | 39 | 40 | 69 | 57 |
| COc1ccc(N)c(Cl)c1 | 23 | 12 | 17 | 0 | -5 | -3 |
| Clc1ccc2nc(-c3ccccc3Cl)[nH]c2c1 | 15 | -2 | 6 | -60 | 8 | -12 |
| NC(Cc1ccc(O)c(O)c1)C(=O)OCc1ccccc1 (stereo not given) | 68 | 38 | 61 | 58 | 69 | 66 |
| O=C1Cc2c([nH]c3c(Cl)cccc23)-c2ccccc2N1 | -5 | 4 | 15 | 22 | -19 | -23 |
| C=C1C(=O)OC2C1C(OC(=O)/C(=C/C)COC(C)=O)CC1(CO1)C1C(OC(=O)/C(=C/C)CO)C=C(C)C21 (stereo not given) | -21 | -41 | -19 | 2 | -21 | -8 |
| COc1ccc(CCc2cc(OC)c(O)c(OC)c2)cc1 | 18 | 30 | 15 | 19 | 36 | 41 |
| CC1CC12OC(=O)N(c1cc(Cl)cc(Cl)c1)C2=O (stereo not given) | 2 | -2 | 9 | 35 | 14 | 17 |
| CCCCCCCC/C=C\CCCCCCCC(=O)NCC[N+](C)(C)C | 99* | 99* | 100* | 97* | 100* | 99* |
| Clc1ccc(C2=NNC(c3ccc(Cl)cc3)=NN2)cc1 | -14 | -38 | -18 | -7 | -36 | -40 |
| Cn1c(=O)n(C2OC(CO)C(O)C2O)c2nc(N)[nH]c(=O)c21 (stereo not given) | 15 | -5 | 0 | -33 | 6 | 3 |
| N#CSC1CSC(SC2=NC(SC#N)CS2)=N1 (stereo not given) | 19 | 9 | -11 | 2 | 7 | 8 |
| COc1cc(C(=O)C/C(CCC(=O)Nc2ccccc2[N+](=O)[O-])=N\NC(N)=O)ccc1O | -17 | 10 | -10 | 7 | -33 | -25 |
| CCCCN(CCCC)CCCCNc1ccc(C)c2sc3ccccc3c(=O)c12 | 99* | 99* | 99* | 98* | 99* | 99* |
| Cc1onc(-c2c(Cl)cccc2Cl)c1C(=O)Nc1ccccc1CC1c2ccccc2CCN1C (stereo not given) | 7 | -2 | -20 | 5 | 8 | 25 |
| CCCCN=C(N)c1ccc(S(=O)(=O)N=C(N)N)cc1 | 1 | 2 | 4 | 40 | -1 | -9 |
| O=C(O)c1onc2cc([N+](=O)[O-])ccc12 | 13 | 14 | 10 | -8 | 18 | 10 |
| C=C(CCl)CCl | 42 | 46 | 12 | 12 | 39 | 36 |
| C=CC(=NC(C)C)N(C)c1ccccc1 | 5 | 26 | 14 | -8 | 2 | -2 |
| OCc1ccccc1CC(O)(c1ccccc1)c1ccccc1 | 98* | 89* | 97* | 76* | 96* | 94* |
| Cn1c(=O)c2[nH]c(CCS)nc2n(C)c1=O | -13 | -53 | 0 | -6 | -17 | 0 |
| CN(C)C(=O)CCCCC(=O)N(C)C | 16 | 6 | -5 | -15 | 1 | -22 |
| CC(=O)OCC1OC(SC2OC(COC(C)=O)C(OC(C)=O)C(OC(C)=O)C2OC(C)=O)C(OC(C)=O)C(OC(C)=O)C1OC(C)=O (stereo not given) | -24 | 5 | -23 | 16 | -19 | -9 |
| O=C(COc1ccc(Cl)cc1C(=O)O)NCc1cccc2ccccc12 | 0 | 46 | 36 | 1 | 42 | 32 |
| CC(=O)[O-].O=C(N/N=C/c1ccccc1[O-])c1ccccc1.[Zn+2] | -2 | 0 | 15 | -17 | 56 | 32 |
| CCN=c1cc2sc3cc(NCC)c(C)cc3nc-2cc1C | -22 | -15 | -36 | -14 | -16 | -23 |
| CCc1ccc(N)cc1 | -4&-16 | -11&-16 | 4&-17 | -28&-6 | -4&-23 | 4&-17 |
| O=C(NCCCCNCCCNC(=O)c1ccc([N+](=O)[O-])cc1)c1ccc([N+](=O)[O-])cc1 | -6 | 4 | 4 | -26 | -11 | -11 |
| CC(/C=C/c1ccc(C)cc1)=N\NC(N)=S | 36 | 27 | 13 | 53 | 13 | 38 |
| OC1COC(c2ccccc2)OC1 (stereo not given) | -7 | -2 | -2 | -6 | 4 | 25 |
| COC(=O)CCc1c[nH]c2ccc([N+](=O)[O-])cc12 | -4 | 1 | -36 | 7 | -3 | 3 |

Carrying on.
| mol | yeast rad50 | bub3 | mec2-1 | yeast cln2 rad14 | yeast sgs1 mgt1 | mlh1 rad18 |
| --- | --- | --- | --- | --- | --- | --- |
| O=C1CSCC(=O)Nc2ccccc2N1 | 4 | 3 | -2 | 6 | -2 | 5 |
| NC1=Nc2cc(C(F)(F)F)ccc2Sc2nc3ccccc3n21 | 4 | 22 | -16 | 13 | 20 | 6 |
| Clc1cc(Cl)nc(Nc2ccc3c(c2)CCC3)n1 | 24 | 4 | 10 | -4 | -1 | 40 |
| CCOC(=O)C1=C(C(=O)c2ccccc2)C(c2ccccc2[N+](=O)[O-])C(C(=O)c2ccccc2)=C(C(=O)OCC)N1 | 72* | 19 | 19 | 17 | 42 | 66 |
| O=[N+]([O-])C12CCCCC1([N+](=O)[O-])CCCC2 (stereo not given) | 63 | 85* | 22 | 31 | 35 | 38 |
| O=C(OC1CSC(OC(=O)c2ccccc2)CS1)c1ccccc1 (stereo not given) | -10 | 7 | -3 | -34 | 4 | -5 |
| CC1(C)OC2COC3(CO)OC(C)(C)OC3C2O1 (stereo not given) | -2 | 15 | 21 | -66 | 15 | 17 |
| O=C1NN=C(c2ccc(Cl)cc2)CC1C1C(=O)N(c2ccccc2)N=C1c1ccccc1 (stereo not given) | 99* | 98* | 99* | 96* | 99* | 98* |
| COC(=O)/C=C\C1(CC(C)C)N=C(c2ccccc2)OC1=O (stereo not given) | 15 | 36 | 25 | 11 | 16 | 27 |
| O=C(NNC(=S)Nc1cccc(Cl)c1)c1ccncc1 | 22 | 20 | 6 | 9 | 27 | -10 |
| CC1(C)C(c2ccccc2)=[N+]([O-])C(C)(C)N1O | -20 | -13 | -27 | 18 | -27 | 12 |
| COc1ccc2c(ccc3[nH]c4c(C)cnc(NCCCN)c4c32)c1 | -40 | -17 | -32 | -15 | -29 | -40 |
| N#C/C(=C\c1cccs1)C(=O)c1ccco1 | 10 | 17 | 5 | 25 | 24 | -6 |
| C=CCOCC(O)CN(C)CCCC (stereo not given) | -1 | 4 | 4 | -27 | 1 | 1 |
| C/C(=N/N(CCCCN(/N=C(/C)c1ccccc1)c1ccccc1)c1ccccc1)c1ccccc1 | 48 | 2 | 13 | 26 | 17 | 39 |
| O=c1[nH]c(Nc2nc3ccccc3[nH]2)nc(O)c1-c1ccccc1 | -3 | -6 | -14 | -7 | -23 | -29 |
| C=C(CC)CCCC | 15 | 3 | 4 | -3 | 26 | 8 |
| COc1ccc(CSC(=S)Nc2cc(C)c(C)cc2Br)cc1 | 96* | 97* | 98* | 98* | 98* | 97* |
| Cc1cc(Cl)ccc1NC(=O)CCCC(=O)C1CCC/C1=N\NC(=O)CC#N (stereo not given) | -33 | 6 | 10 | 9 | -7 | -12 |
| C1=CCc2c(cccc2N=Cc2ccccc2)C1 | 4 | 17 | -1 | 12 | -2 | -1 |
| CC(NC(=O)CNC(=O)OCc1ccccc1)C(=O)O (stereo not given) | 4 | 8 | 9 | 0 | 12 | -10 |
| N=C(N)SCCCN | -2 | -36 | -15 | 3 | -4 | 29 |
| c1ccc(-c2nc(-c3ccccc3)n3nc4c(c3c2-c2ccccc2)CCCCCC4)cc1 | -7 | 0 | 6 | -9 | -20 | 0 |
| COC(=O)/C=C/c1ccccc1OC(C)=O | -1 | 5 | -7 | -37 | -6 | -9 |
| CC[N+](C)(CC)c1cccc(OC(=O)Nc2ccc(OC)cc2)c1 | 6 | 1 | 5 | -6 | 3 | 14 |
| CC(=O)/C=C1\N(C)c2ccccc2C1(C)C | 2 | -3 | -12 | -9 | -2 | -11 |
| CC1(C)OC2OC(COS(C)(=O)=O)C(O)C2O1 (stereo not given) | 3 | -3 | 5 | -4 | 8 | -9 |
| OCC(CO)=C1c2ccccc2-c2ccccc21 | 11 | -2 | -6 | -29 | -8 | 6 |

Some of these compounds in order of number of heavy atoms, highest first:
| mol | yeast rad50 | bub3 | mec2-1 | yeast cln2 rad14 | yeast sgs1 mgt1 | mlh1 rad18 |
| --- | --- | --- | --- | --- | --- | --- |
| c1ccc(-c2nc(-c3ccccc3)n3nc4c(c3c2-c2ccccc2)CCCCCC4)cc1 | -7 | 0 | 6 | -9 | -20 | 0 |
| Cc1cc(Cl)ccc1NC(=O)CCCC(=O)C1CCC/C1=N\NC(=O)CC#N (stereo not given) | -33 | 6 | 10 | 9 | -7 | -12 |
| O=c1[nH]c(Nc2nc3ccccc3[nH]2)nc(O)c1-c1ccccc1 | -3 | -6 | -14 | -7 | -23 | -29 |
| C1=CCc2c(cccc2N=Cc2ccccc2)C1 | 4 | 17 | -1 | 12 | -2 | -1 |
| C=C(CC)CCCC | 15 | 3 | 4 | -3 | 26 | 8 |

Bioassay records from PubChem.
